# STEP inh: blocks human striatal-enriched tyrosine phosphatase. inhibition, % at 20 µM. recombinant STEP, OMFP fluorogenic substrate, fluorescence. 360,000 compounds, 0.25% hits;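 active = inhibition at 20 µM, scaled per plate between control wells, above about 37%, limit read from the data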;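 also: 0% = DMSO with enzyme and substrate and 100% = substrate only without enzyme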
#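 Assay system: isolated STEP enzyme / Timing: 20 min at room temperature, dark / Doses: 20 µM, 1% DMSO / Technique: fluorescence intensity, excitation 480 nm, emission 540 nm / Reagent: fluorogenic phosphatase substrate OMFP at 25 µM final / Measure: percent inhibition scaled to no-enzyme and uninhibited-enzyme controls, plate-pattern corrected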
# DNMT1 block: inhibitors of human DNMT1; 360,000 compounds, 0.83% hits; DNMT1 molecular beacon, Hinp1I cleavage, fluorescence; inhibition (reported as % activation of signal), % at 10 µM; P26358; in the data active = inhibition above about 50%
# Target sequence (P26358 504-1616 limits assumed): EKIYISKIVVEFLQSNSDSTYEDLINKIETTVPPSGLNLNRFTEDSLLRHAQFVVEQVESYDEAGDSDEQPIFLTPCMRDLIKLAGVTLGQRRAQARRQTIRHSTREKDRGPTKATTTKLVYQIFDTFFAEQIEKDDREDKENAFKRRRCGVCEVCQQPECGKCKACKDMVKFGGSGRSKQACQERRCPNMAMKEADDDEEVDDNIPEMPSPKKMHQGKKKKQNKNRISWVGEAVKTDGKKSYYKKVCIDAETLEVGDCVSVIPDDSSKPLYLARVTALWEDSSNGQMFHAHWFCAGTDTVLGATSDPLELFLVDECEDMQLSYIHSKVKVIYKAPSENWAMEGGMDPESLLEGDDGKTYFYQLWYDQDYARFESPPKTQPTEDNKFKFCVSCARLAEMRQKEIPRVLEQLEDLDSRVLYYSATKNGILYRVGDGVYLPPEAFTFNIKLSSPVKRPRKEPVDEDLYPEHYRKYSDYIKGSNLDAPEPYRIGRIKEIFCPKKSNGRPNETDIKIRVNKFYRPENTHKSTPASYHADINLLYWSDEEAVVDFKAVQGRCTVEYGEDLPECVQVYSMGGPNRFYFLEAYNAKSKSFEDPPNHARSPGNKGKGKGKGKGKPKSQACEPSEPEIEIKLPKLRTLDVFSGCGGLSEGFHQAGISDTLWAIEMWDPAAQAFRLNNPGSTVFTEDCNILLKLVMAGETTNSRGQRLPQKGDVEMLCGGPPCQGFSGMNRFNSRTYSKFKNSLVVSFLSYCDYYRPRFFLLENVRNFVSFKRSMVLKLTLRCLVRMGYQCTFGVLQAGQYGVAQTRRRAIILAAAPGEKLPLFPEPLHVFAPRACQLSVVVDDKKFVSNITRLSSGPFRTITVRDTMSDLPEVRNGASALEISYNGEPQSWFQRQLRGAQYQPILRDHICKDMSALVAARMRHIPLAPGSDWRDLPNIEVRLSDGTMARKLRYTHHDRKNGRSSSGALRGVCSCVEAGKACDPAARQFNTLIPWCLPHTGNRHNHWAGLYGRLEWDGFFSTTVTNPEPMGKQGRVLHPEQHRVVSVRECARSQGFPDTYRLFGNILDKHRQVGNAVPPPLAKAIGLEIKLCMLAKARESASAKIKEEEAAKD
# NadD block: blocks S. aureus nicotinate mononucleotide adenylyltransferase; purified NadD enzyme, colorimetric absorbance read-out; inhibition, % at 20 µM; 360,000 compounds, 0.78% hits; AID 602399; in the data active = inhibition above about 26%; also: some compounds past the cut are filed as inactive
# MT1-MMP act inh: blocks activation of human MT1-MMP. P50281. HT1080 RFP-PRO-GFP cells, GFP/RFP ratio fluorescence, overnight; percent of plate control window, DMSO zero. GFP/RFP ratio change, % at 20 µM. 360,000 compounds, 0.061% hits. AID 651647;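 active = GFP/RFP ratio change of at least 30% with cell ATP level not reduced by more than half and red fluorescence within 50% of control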; also: strong numbers were not always called active
#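 Assay system: HT1080 RFP-PRO-GFP cells. Benchmarks: DMSO vehicle wells and RFP-L50D-GFP reporter cell wells. Times: overnight cell settling, then overnight compound exposure, 37 °C, 5% CO2. Compound: 20 µM single dose, 1% DMSO. Read-out basis: GFP/RFP fluorescence ratio.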
# SUMO1 PPI mod: modulators of human SUMO1-mediated protein-protein interactions | P63165 | SUMO1 binding to a labelled peptide, TR-FRET, 1 h | inhibition, % at 20 µM | 360,000 compounds, 0.33% hits | AID 602429; in the data active = inhibition above about 37%
# Scp-1 inhibitor: blocks human Scp-1 phosphatase activity; Recombinant Scp1, phosphopeptide, malachite green phosphate absorbance; inhibition, % at 20 µM; 340,000 compounds, 0.88% hits; AID 493091;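 active = inhibition above about 50% at 20 µM, limit read from the data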;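 also: plate controls were DMSO wells with enzyme for no effect and wells lacking enzyme for full effect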
#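 Incubation: 45 min enzyme reaction at room temperature / System: truncated SCP-1 phosphatase (76-261aa) / Reagent: Phospho 17-mer peptide substrate / Buffer or medium: Acidic Tris acetate buffer with magnesium and detergent / Signal: absorbance at 630 nm / Doses: one concentration, 20 µM, with 1.0% DMSO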
# CendR NRP1 mod: alters CendR peptide binding to human NRP-1; FAM-RPARPAR peptide binding to NRP-1, fluorescence polarization; inhibition, % at 25 µM; 360,000 compounds, 0.85% hits;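 active = inhibition or corrected inhibition above about 18%, plus a signal ratio from 0.5 to 1.5, limit read from the data, passing the limit was not always enough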; also: strong numbers were not always called active
# Rpn11 block: inhibitors of human proteasome Rpn11 | O00487 | human 26S proteasome, Ub4-pepOG fluorescence polarization; 20S core pre-blocked with epoxomicin | calls only at 20 µM | 360,000 compounds, 0.59% hits | AID 588493;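 active = inhibition at 20 µM, scaled to each plate's controls, above about 33%, limit read from the data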
# LMPTP inh: blocks human LMPTP phosphatase; 360,000 compounds, 0.22% hits; inhibition, % at 20 µM; AID 651560; recombinant LMPTP-A, OMFP fluorogenic substrate, fluorescence intensity; P24666;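 active = compounds that cut the enzyme signal by at least half of the control window in the single-dose screen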;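 also: plate controls were DMSO wells with enzyme plus substrate for no effect and substrate without enzyme for full effect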
#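 Test system: LMPTP-A phosphatase enzyme; input: 0.625 nM LMPTP-A final; reagent: OMFP substrate, 400 µM final; compound dosing: 20 µM single dose, 3% DMSO; incubation: 50 min dark incubation at room temperature; measured by: endpoint fluorescence intensity from OMFP dephosphorylation; measure: % inhibition relative to no-enzyme and uninhibited control wells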
# SKN-1 block: inhibitors of C. elegans SKN-1; 360,000 compounds, 0.49% hits; C. elegans VP596 Pgst-4::GFP/RFP ratio, acrylamide-induced, 24 h; AID 624304; inhibition, % at 21.8 µM;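 active = interference check ratio from 0.5 to 1.5 plus GFP to RFP signal ratio inhibition reaching or exceeding a fixed threshold, cut at about 30% in these data, passing the limit was not always enough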; also: some compounds called inactive have numbers as strong as hits
# An asterisk follows results filed as active; i = inactive; x = not tested or not shown.
STEP inh,DNMT1 block,NadD block,MT1-MMP act inh,SUMO1 PPI mod,Scp-1 inhibitor,CendR NRP1 mod,Rpn11 block,LMPTP inh,SKN-1 block,SMILES
-2,-10,-4,5,4,-11,6,i,1.7,6,CCOc1ccc(CC2c3cc(OCC)c(OCC)cc3CCN2C(=O)CN2CCN(C)CC2)cc1OCC (stereo not given)
1,0,2,0,16,0,2,i,1.0,-19,COc1ccc(C(=O)C2CCN(CC(=O)Nc3ccc(OC)cc3OC)CC2)cc1
-2,5,1,-7,11,x,2,i,-0.3,-10,O=C(NCc1cccnc1)c1cc(C2CCCN(C(=O)c3cccs3)C2)on1 (stereo not given)
2,4,-2,12,-1,-4,-6,i,0.7,-2,CCC(CC)NC(=O)Nc1ccccc1C(F)(F)F
-3,0,1,-3,1,-4,-1,i,-1.0,7,O=C(O)Cn1ncc2ccccc2c1=O
4,0,-5,5,1,2,-12,i,-0.6,-5,CCN(CC)S(=O)(=O)c1cccc(C(=O)N/N=C2\CCCC(=O)C2)c1
0,5,-5,-4,-2,-1,5,i,4.5,-18,Cc1cc(C)nc(SCC(=O)NNC(=O)c2cccs2)n1
-1,6,1,2,0,-8,-2,i,-1.9,-10,COC(=O)C1CC2=C(CCCC2=O)NC1=O (stereo not given)
-1,4,-4,0,-24,x,-12,i,-1.4,14,CN(C(=O)COc1ccccc1)c1ccc([N+](=O)[O-])cc1
5,2,-9,8,-12,-3,-6,i,-1.0,19,CN(C)CCCNc1ncnc2sc(-c3ccccc3)cc12
-1,-3,-2,-1,1,-7,0,i,-1.2,-2,O=S(=O)(c1ccc(OC(F)(F)F)cc1)N1CCCC(N2CCOCC2)C1 (stereo not given)
1,-5,-1,0,-2,-5,12,i,0.0,2,CC1CCN(CCCCOc2ccccc2[N+](=O)[O-])CC1
0,-1,-9,4,-3,17,2,i,-2.2,-15,COc1cc(OC)c(OC)cc1CN1CCCC(C(=O)N2CCCCC2)C1 (stereo not given)
-2,-1,7,2,-1,0,3,i,0.0,11,Cc1cccc(Nc2ccncc2S(N)(=O)=O)c1
0,2,5,-3,1,-4,11,i,0.0,11,O=C(O)CCc1ccc(-c2ccc(F)cc2)n1CC1CCCO1 (stereo not given)
0,1,-2,-1,-2,-5,33*,i,-4.7,-10,Cc1ccc(C)c(NC(=O)C(=O)NCCCN2CCOCC2)c1
1,4,-7,2,-10,-18,4,i,0.9,-4,O=C(C=C(C(=O)c1ccccc1)c1ccccc1)c1ccccc1
0,1,-2,3,-2,-10,4,i,0.4,-6,Cc1ccc(NS(=O)(=O)c2cccc3cccnc23)cc1Cl
4,-5,5,5,4,-18,-22,i,0.1,5,CC1=C(C(=O)Nc2ccccc2)C(c2ccccc2)N2C(=O)CSC2=N1 (stereo not given)
0,1,-6,-2,1,-7,18,i,-0.8,-1,CC(OC(=O)c1cccc(S(=O)(=O)N2CCCCC2)c1)C(=O)NC1CCCCC1C (stereo not given)
-2,1,1,3,4,-5,0,i,-0.4,6,CC(C)Cn1c(CN(C)Cc2ccccc2)nc2c1c(=O)n(C)c(=O)n2C
5,4,1,0,3,53*,2,i,-1.1,8,CCN(CC)S(=O)(=O)c1ccc(O)c(C(=O)OCC(=O)N2CCCC2)c1
4,-1,15,-5,1,-4,0,i,-1.5,21,COc1ccccc1NC(=O)CC(=O)CSc1nnc(-c2ccc(C)cc2)n1C
1,0,0,3,-2,-1,10,i,-1.8,11,NC(=O)CC[C@H](NC(=O)[C@H](Cc1ccccc1)n1c(=O)[nH]c2ccccc2c1=O)C(=O)N1CCC[C@H]1C(=O)O
2,-18,-7,2,2,11,2,i,0.2,5,O=C(Cc1ccccc1)Nc1ccc(NC(=O)c2ccccc2)c(Cl)c1
-2,1,2,0,2,-5,4,i,-1.5,-1,Oc1cccc(CCc2ccccn2)c1
2,1,-2,-12,4,-4,12,i,-0.1,8,CCOC(=O)N1CCC2(CC1)C(C(=O)C13CC4CC(CC(C4)C1)C3)C2(C#N)C#N (stereo not given)
-2,-5,-1,-5,-1,2,4,i,1.0,7,CCOC(=O)c1sc(NC(=O)c2ccccc2F)c(C(N)=O)c1C
4,-6,-2,2,-3,-7,15,i,1.0,-5,O=S(=O)(Nc1ccc(N2CCCCC2)cc1)c1cccc2cccnc12
-2,-1,7,0,-2,-7,2,i,-0.4,16,C/C(=N\NC(=O)c1c(Br)c(C)nn1C)c1cccc(NC(=O)C2CCC2)c1

# Three of the compounds above, with values under each structure.
# Values run as follows: STEP inh, DNMT1 block, NadD block, MT1-MMP act inh, SUMO1 PPI mod, Scp-1 inhibitor, CendR NRP1 mod, Rpn11 block, LMPTP inh, SKN-1 block
CCN(CC)S(=O)(=O)c1ccc(O)c(C(=O)OCC(=O)N2CCCC2)c1
    5, 4, 1, 0, 3, 53*, 2, i, -1.1, 8
COc1ccccc1NC(=O)CC(=O)CSc1nnc(-c2ccc(C)cc2)n1C
    4, -1, 15, -5, 1, -4, 0, i, -1.5, 21
NC(=O)CC[C@H](NC(=O)[C@H](Cc1ccccc1)n1c(=O)[nH]c2ccccc2c1=O)C(=O)N1CCC[C@H]1C(=O)O
    1, 0, 0, 3, -2, -1, 10, i, -1.8, 11

# Further compounds follow.
STEP inh,DNMT1 block,NadD block,MT1-MMP act inh,SUMO1 PPI mod,Scp-1 inhibitor,CendR NRP1 mod,Rpn11 block,LMPTP inh,SKN-1 block,SMILES
2,-1,-3,0,-19,-4,-7,i,2.1,17,O=C(N/N=C/c1cccc([N+](=O)[O-])c1)c1ccc2nc[nH]c2c1
2,-3,-7,1,1,-7,0,i,0.1,-10,Cc1ccc(NC(=O)COC(=O)c2ccccc2Cl)cc1S(=O)(=O)N(C)C
1,-4,-4,4,3,x,-22,i,-0.8,2,CC(C)N(C)c1ncnc2c1ncn2[C@H]1CN(Cc2ccc(Cl)cc2)C[C@@H](CO)O1
-1,2,-10,-2,-5,-6,12,i,0.3,-3,COc1ccc(-c2ocnc2C(=O)Nc2ccc3c(c2)CCC3)cc1
1,-5,20,-5,-1,-3,-29,i,0.6,9,Cc1ccc2cc(CN(CC(C)C)S(=O)(=O)c3cccc4nonc34)c(=O)[nH]c2c1
-2,6,2,-2,3,-1,9,i,-2.6,-20,CCN1C[C@@H]2[C@@H]3C(=O)N(Cc4ccccc4)C(=O)[C@@H]3[C@](CC)(C(=O)OC)N2C1=NC1CCCCC1
-2,1,3,-3,-2,-13,9,i,1.7,4,Cc1ccccc1OCC(=O)NNC(=O)Nc1ccccc1
-1,4,-7,-1,-3,0,2,i,-1.1,-16,CCCOc1ccc(N2C(=O)CC(SC(=NC)Nc3ccc(F)cc3)C2=O)cc1 (stereo not given)
0,-1,3,0,2,-8,3,i,-1.0,0,CSCCC(NC(=O)C1CCC(C)CC1)C(=O)NCCN1CCOCC1 (stereo not given)
2,1,-2,-5,-1,-11,4,i,-1.5,13,CCCNC(=O)c1csc2c1CCCCC2
2,3,-2,1,-4,4,9,i,1.6,3,Cc1occc1C(=O)N/N=C/c1sc(N2CCOCC2)nc1-c1ccccc1
-2,8,-2,5,0,0,1,i,-1.4,-1,CN1CCc2ccccc2CC1=O
-3,-2,-2,7,-5,x,3,i,1.1,-6,CCNC(=O)C1(C)CCCN1C(=O)c1cc(OC)c(OC)c(OC)c1 (stereo not given)
1,-3,2,5,-4,-5,-13,i,2.2,-10,CCS(=O)(=O)c1ccc2oc(SCC(=O)NCCC3=CCCCC3)nc2c1
-2,-1,-4,0,-8,-12,8,i,-0.4,6,CCOC(=O)C1CCN(C(=O)c2cc3ccc(OC)cc3[nH]2)CC1

# Reprinted from the part before: four compounds, followed by the next part.
STEP inh,DNMT1 block,NadD block,MT1-MMP act inh,SUMO1 PPI mod,Scp-1 inhibitor,CendR NRP1 mod,Rpn11 block,LMPTP inh,SKN-1 block,SMILES
-2,8,-2,5,0,0,1,i,-1.4,-1,CN1CCc2ccccc2CC1=O
-3,-2,-2,7,-5,x,3,i,1.1,-6,CCNC(=O)C1(C)CCCN1C(=O)c1cc(OC)c(OC)c(OC)c1 (stereo not given)
1,-3,2,5,-4,-5,-13,i,2.2,-10,CCS(=O)(=O)c1ccc2oc(SCC(=O)NCCC3=CCCCC3)nc2c1
-2,-1,-4,0,-8,-12,8,i,-0.4,6,CCOC(=O)C1CCN(C(=O)c2cc3ccc(OC)cc3[nH]2)CC1
1,3,-4,2,3,-2,8,i,-1.8,-11,Cc1cc(S(=O)(=O)N2CCOCC2)ccc1NC(=O)c1ccc(F)cc1
-2,2,-3,-3,-1,6,-2,i,0.5,-5,N=c1nc(SCCC(=O)O)ss1
2,5,-2,4,0,1,-13,i,-2.3,-8,CCOC(=O)C(N)CSC1CC(=O)N(CCc2ccccc2)C1=O (stereo not given)
3,0,-7,6,-6,-9,10,i,0.8,13,CCCCCOc1ccc(/C(C)=N/NC2=NCCN2)cc1
2,9,0,-12,1,-4,4,i,0.2,3,Cc1cccc(N(Cc2ccccc2)C(=O)CCl)c1
0,0,-6,-4,0,-6,-10,i,1.2,-1,Cc1cccc(N2CC(C)Cn3c2nc2c3c(=O)n(CC(=O)OCc3ccccc3)c(=O)n2C)c1 (stereo not given)
3,4,0,-4,-3,-11,-8,i,-2.3,11,Cc1nc2ccccc2n1C(=O)c1ccc(Cl)cc1[N+](=O)[O-]
4,3,1,2,9,x,7,i,-0.9,5,COc1ccc(CN2C[C@@H](CO)O[C@@H](n3cnc4c(N5CCN(CCO)CC5)ncnc43)C2)cc1
-1,6,2,-3,1,-2,0,i,0.3,-3,O=C(O)C1CSC2(c3ccc4c(c3)OCCO4)CCC(=O)N12 (stereo not given)
1,-9,3,3,-19,-4,-14,i,2.8,16,O=[N+]([O-])c1ccc(NNC(=S)Nc2ccc(F)cc2)cc1
3,-1,9,13,2,5,-4,i,-0.1,1,Cc1noc(NS(=O)(=O)c2ccc(NC(=O)c3ccc(N4C(=O)c5ccccc5C4=O)cc3)cc2)c1C
2,31,3,-6,3,1,-1,i,3.1,-2,Cn1c(=O)c2c([nH]c(OCc3ccc(Cl)cc3Cl)[n+]2Cc2ccc(F)cc2)n(C)c1=O
-3,1,1,2,-16,-3,-8,i,0.4,7,O=[N+]([O-])c1cc(Cl)ccc1-c1nc(-c2ccncc2)no1
4,3,-8,-7,-12,-2,5,i,-2.4,9,Cc1cc(-c2cccs2)c(C#N)c(=S)[nH]1
0,4,-5,2,6,-4,8,i,-0.6,-10,O=C(CCNC(=O)c1ccccc1Cl)NN1C(=O)NC2(CCCCC2)C1=O
